L3MBTL1 inh = inhibitors of human L3MBTL1; 0.66% of 230,000 active; Potency, µM (highest dose often 57.1 µM), for inactives: top-dose activity, negative = inhibition, usual class: inhibitors; AID 485360; AlphaScreen L3MBTL1–H3K9me1 peptide binding; also: nearly all actives have a fitted effect of over 60% in size
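Read-out is AlphaScreen signal from streptavidin donor and nickel chelate acceptor beads (10 ug/mL final each) bridging L3MBTL1 (50 nM) and biotinylated K9-monomethylated H3(1-15) peptide (75 nM), after 30 min compound exposure at room temperature.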
aGal spleen mod = alpha-galactosidase A (human) modulation; P06280; human spleen homogenate, 4MU-alpha-Gal fluorescence, 40 min; Potency, µM (doses to about 80 µM), inactives show at the highest dose activity change, negative = inhibition, hits mostly inhibitors; 0.008% of 240,000 active; AID 2107;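 also: 0% = enzyme with vehicle and -100% = no enzyme basal signal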
Target sequence (P06280 32-429 limits assumed): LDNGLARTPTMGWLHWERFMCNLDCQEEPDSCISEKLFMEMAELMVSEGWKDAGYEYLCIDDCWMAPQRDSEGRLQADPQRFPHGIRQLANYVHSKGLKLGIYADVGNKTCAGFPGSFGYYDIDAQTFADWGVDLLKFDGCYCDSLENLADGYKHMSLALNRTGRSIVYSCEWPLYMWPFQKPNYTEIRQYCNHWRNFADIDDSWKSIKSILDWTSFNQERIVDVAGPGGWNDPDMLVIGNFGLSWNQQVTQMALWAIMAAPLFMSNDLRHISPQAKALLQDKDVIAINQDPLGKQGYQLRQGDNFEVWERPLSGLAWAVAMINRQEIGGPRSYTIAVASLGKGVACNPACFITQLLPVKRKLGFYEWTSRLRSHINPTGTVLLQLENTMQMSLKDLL
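qHTS titration in buffer at pH 5.0. Alpha-galactosidase activity in spleen homogenate was measured via 4-methylumbelliferone release from 1 mM fluorogenic substrate after 40 min at 37C and a pH 10 stop. AC50 came from Hill fits of control-normalized data.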
Tau ThT inhib = inhibitors of human tau fibril formation, thioflavin T binding. recombinant tau K18 P301L, heparin-induced fibrillization, ThT fluorescence. Potency, µM (series often up to 57.4 µM), inactives show at the top dose activity, negative = inhibition, usual class: inhibitors. 2.1% of 270,000 active; also: nearly all actives have a fitted effect of over 55% in size
Target sequence (P10636 561-689 P618L limits assumed): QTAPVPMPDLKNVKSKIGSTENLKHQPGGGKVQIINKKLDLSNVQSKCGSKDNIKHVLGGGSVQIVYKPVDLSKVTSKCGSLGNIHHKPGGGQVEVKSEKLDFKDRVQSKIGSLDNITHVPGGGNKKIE
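Fibril formation assay: tau K18 P301L at 15 uM with trace Alexa 594 label, heparin inducer 20 uM, pH 7 sodium acetate buffer, 37 C for 6 hr; endpoint ThT signal.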
Tau fluor cs = counter-screen for tau fibril formation inhibitors; 0.93% of 280,000 active; AID 1463; tau K18 P301L (four-repeat tau fragment) Alexa594 fluorescence, heparin fibrillization; Potency, µM (highest dose often 57.7 µM), without a hit: at the highest dose activity change, negative = decrease; also: nearly all actives have a fitted effect of over 55% in size
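Human K18 P301L tau (15 uM unlabeled plus 0.24 uM Alexa 594-labeled, final) in 100 mM sodium acetate pH 7 was mixed with compound and 20 uM heparin and incubated 6 hr at 37 C.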
TR SRC2 fluor cs = Texas Red fluorescence interference in TRb-SRC2 counter-screen | TRb/SRC2 Texas Red total fluorescence interference | Potency, µM (doses to about 106 µM), without a hit: at the top dose fluorescence change, negative = quenching | 0.29% of 280,000 active; active = well fitted curve in either direction with a large enough effect; inconclusive = small, poorly fitted or top-dose-only effect
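Human TRβ ligand-binding domain (0.6 uM) and Texas Red SRC2 peptide (20 nM) in Tris buffer with 1 uM T3 and 5% DMSO were incubated with pinned compound for 5 hr at ambient temperature. Total fluorescence was computed as S + 2P (555/632 nm).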
TRb SRC2 PPI = TRbeta-SRC2 interaction inhibition. AID 1469. 0.065% of 280,000 active. TRbeta-SRC2 peptide binding, fluorescence polarization; receptor liganded with 1 µM T3. Potency, µM (highest dose often 106 µM), without a hit: at the top dose activity change, negative = inhibition, most hits filed as inhibitors;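 also: plate controls were bound peptide for no effect and peptide without receptor for full effect; nearly all actives have a fitted effect of over 50% in size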
Target sequence (P10828 whole entry, looked up): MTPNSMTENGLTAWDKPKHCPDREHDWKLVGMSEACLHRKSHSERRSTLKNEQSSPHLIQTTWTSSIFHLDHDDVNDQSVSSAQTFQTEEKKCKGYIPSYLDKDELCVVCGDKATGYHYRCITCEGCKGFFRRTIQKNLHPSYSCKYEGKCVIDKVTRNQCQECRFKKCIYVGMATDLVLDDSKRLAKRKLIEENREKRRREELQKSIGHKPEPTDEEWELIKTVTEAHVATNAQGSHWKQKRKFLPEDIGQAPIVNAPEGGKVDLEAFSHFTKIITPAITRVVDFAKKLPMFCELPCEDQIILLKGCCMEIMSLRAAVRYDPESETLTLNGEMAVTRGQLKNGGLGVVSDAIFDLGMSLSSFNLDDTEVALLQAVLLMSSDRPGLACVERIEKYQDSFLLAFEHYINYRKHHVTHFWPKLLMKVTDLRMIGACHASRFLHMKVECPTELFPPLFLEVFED
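Quantitative HTS by FP: 0.6 uM TRb LBD, 20 nM labeled SRC2 20-mer, 1 uM T3, 5% DMSO; 5 hr ambient incubation; % activity per concentration and potencies from concentration series.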
Tau fibril FP = blocks human tau fibril formation measured by polarization; P10636; K18 P301L tau heparin fibrillization, Alexa594 FP, 6 h; Potency, µM (titrated, usually from 57.7 µM), without a hit: top-dose activity, negative = inhibition, usual class: inhibitors; 0.39% of 280,000 active; also: nearly all actives have a fitted effect of over 55% in size
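Compound effects on tau fibrillization are measured by Alexa 594 fluorescence polarization (ex 555, em 632 nm). K18 P301L tau is used at 15 uM with 0.24 uM labeled tracer, and 20 uM heparin induces aggregation over 6 hr at 37 C.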
ALDH1A1 inh = inhibitors of human aldehyde dehydrogenase 1A1; P00352; Purified ALDH1A1, NADH fluorescence, propionaldehyde substrate; Potency, µM (highest dose often 75.3 µM), for the others: at the highest dose activity, negative = inhibition, usual class: inhibitors; 7.3% of 220,000 active; active = well fitted inhibition curve with a large enough effect, not every such curve was filed as active; inconclusive = small, poorly fitted or top-dose-only effect, or another doubt; inactive = no such curve, though single readings can be large or run the other way;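 also: plate controls were no enzyme wells and a reference inhibitor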
* = called active by the depositor; ? = inconclusive; . = no result given; [ ] = dose if it differs, or a comment. Unless noted, calls follow the shape of the dose curve; as a rule, active = well fitted curve in the direction sought with a large enough effect; inconclusive = small, poorly fitted or top-dose-only effect, or another doubt; inactive = no such curve, though single readings can be large; an effect the other way counts as inactive or inconclusive. Unless noted, % is scaled to controls: 0 for no effect and ±100 for the full control effect; potency is read from the fitted curve at half-maximal effect.

Molecule,L3MBTL1 inh,aGal spleen mod,Tau ThT inhib,Tau fluor cs,TR SRC2 fluor cs,TRb SRC2 PPI,Tau fibril FP,ALDH1A1 inh
Cc1ccc2nc3sc(-c4nnc(-c5ccccc5[N+](=O)[O-])o4)c(N)c3cc2c1,2%,1%,?,-13%,-1%,5%,5%,17%
CCOc1ccc(NC(=O)CC2C(=O)N(c3ccccc3)C(=O)N2C2CCCCC2)cc1 (stereo not given),.,.,0%,-20%,-2%,0%,-4%,.
COc1ccc(NC(=O)N2CCN(c3ccc([N+](=O)[O-])cc3)CC2)cc1,10%,-6%,-1%,-8%,0%,-7%,5%[2.34 µM],-8%
CCOc1ccc(Sc2cc(C(=O)NCc3ccccc3Cl)c3ccccc3n2)cc1,.,.,5%,-10%,-3%,-4%,-3%,.
CCCC1=C(C(=O)OCC)C(c2ccco2)n2ncnc2N1 (stereo not given),3%,9%,1%,-2%,1%,3%,-6%,.
CS(=O)(=O)N1CCN(c2ccc(Cl)cc2[N+](=O)[O-])CC1,-8%,4%,-7%,3%,0%,-6%,0%,23%
COc1ccc(OC)c(-c2csc(-c3c(N)c(C(=O)c4ccccc4)n4ccccc34)n2)c1,.,.,?,?,-2%,1%,?,.
CCN1C(=O)[C@H]2[C@H]3[C@H](O)[C@H](O)C/C(=N/OC[C@@H]4O[C@H](c5ccccc5)C=C[C@@H]4Oc4ccc(OC)cc4)[C@@H]3CC[C@@H]2C1=O,.,10%[17.5 µM],-10%[11.5 µM],-8%[11.6 µM],?,-11%[11.2 µM],3%[11.6 µM],?
COC(=O)[C@H](COC(C)(C)C)NC(=O)O[C@H]1C(=O)c2cc(OC)ccc2O[C@@H]1c1ccc(OC)c(Br)c1,.,-10%,-8%,-15%,0%,0%,-2%,-12%
CCCCN(CC)C(=O)CSc1nc2ccccc2c(=O)n1CC1COc2ccccc2O1 (stereo not given),-11%,-2%,-14%,-14%,2%,-3%,-3%,?
C=CCN1C(=O)C(C)(C)N(C(C)=O)c2ccccc21,7%,3%,2%,0%,1%,-1%,-6%,0%
Clc1ccc(NCc2nncn2-c2ccccc2)cc1,.,-2%,-7%,-12%,-1%,0%,-1%,-1%

A second format for 4 compounds above:
Values run as follows: L3MBTL1 inh	aGal spleen mod	Tau ThT inhib	Tau fluor cs	TR SRC2 fluor cs	TRb SRC2 PPI	Tau fibril FP	ALDH1A1 inh
> COc1ccc(OC)c(-c2csc(-c3c(N)c(C(=O)c4ccccc4)n4ccccc34)n2)c1
 : .	.	?	?	-2%	1%	?	.
> CCN1C(=O)[C@H]2[C@H]3[C@H](O)[C@H](O)C/C(=N/OC[C@@H]4O[C@H](c5ccccc5)C=C[C@@H]4Oc4ccc(OC)cc4)[C@@H]3CC[C@@H]2C1=O
 : .	10%[17.5 µM]	-10%[11.5 µM]	-8%[11.6 µM]	?	-11%[11.2 µM]	3%[11.6 µM]	?
> COC(=O)[C@H](COC(C)(C)C)NC(=O)O[C@H]1C(=O)c2cc(OC)ccc2O[C@@H]1c1ccc(OC)c(Br)c1
 : .	-10%	-8%	-15%	0%	0%	-2%	-12%
> CCCCN(CC)C(=O)CSc1nc2ccccc2c(=O)n1CC1COc2ccccc2O1 (stereo not given)
 : -11%	-2%	-14%	-14%	2%	-3%	-3%	?

A second format for some results above:
> Cc1ccc2nc3sc(-c4nnc(-c5ccccc5[N+](=O)[O-])o4)c(N)c3cc2c1
  L3MBTL1 inh = 2%
  aGal spleen mod = 1%
  Tau ThT inhib = ?
  Tau fluor cs = -13%
  TR SRC2 fluor cs = -1%
  TRb SRC2 PPI = 5%
  Tau fibril FP = 5%
  ALDH1A1 inh = 17%

> CCOc1ccc(NC(=O)CC2C(=O)N(c3ccccc3)C(=O)N2C2CCCCC2)cc1 (stereo not given)
  L3MBTL1 inh = .
  aGal spleen mod = .
  Tau ThT inhib = 0%
  Tau fluor cs = -20%
  TR SRC2 fluor cs = -2%
  TRb SRC2 PPI = 0%
  Tau fibril FP = -4%
  ALDH1A1 inh = .

> COc1ccc(NC(=O)N2CCN(c3ccc([N+](=O)[O-])cc3)CC2)cc1
  L3MBTL1 inh = 10%
  aGal spleen mod = -6%
  Tau ThT inhib = -1%
  Tau fluor cs = -8%
  TR SRC2 fluor cs = 0%
  TRb SRC2 PPI = -7%
  Tau fibril FP = 5%[2.34 µM]
  ALDH1A1 inh = -8%

> CCOc1ccc(Sc2cc(C(=O)NCc3ccccc3Cl)c3ccccc3n2)cc1
  L3MBTL1 inh = .
  aGal spleen mod = .
  Tau ThT inhib = 5%
  Tau fluor cs = -10%
  TR SRC2 fluor cs = -3%
  TRb SRC2 PPI = -4%
  Tau fibril FP = -3%
  ALDH1A1 inh = .

Additional structures
Molecule,L3MBTL1 inh,aGal spleen mod,Tau ThT inhib,Tau fluor cs,TR SRC2 fluor cs,TRb SRC2 PPI,Tau fibril FP,ALDH1A1 inh
COc1ccc(C(=O)CCNc2ccc(C)c(Cl)c2)cc1,-4%,2%,-11%,-12%,0%,4%,?,3.2µM*
CCC(C)S(=O)(=O)c1oc(-c2ccc(F)cc2)nc1S(=O)(=O)c1ccc(F)cc1 (stereo not given),.,.,?,-3%,2%,-1%,-16%,.
O=[N+]([O-])c1cccc(-c2nc(-c3ccccc3)no2)c1,-10%,6%,-4%,-11%,-1%,-5%,0%,-1%
O=c1c2ccccc2c(-c2cccc(C(F)(F)F)c2)nn1-c1ccccc1,26%,5%,-7%,-16%,3%,7%,-4%,?
CC(C)N(C(=O)Cn1cc(S(=O)(=O)Cc2ccc(C(F)(F)F)cc2)c2ccccc21)C(C)C,.,.,-2%,-20%,0%,-2%,2%,.
O=C1c2ccccc2C(Nc2ccccc2)N1Cc1ccc2c(c1)OCO2 (stereo not given),.,-1%,.,-24%,1%,0%,5%,.
Cc1ccc(/C=C2\CC(C)CC3=C2NC(=S)NC3c2ccc(C)cc2)cc1 (stereo not given),.,-24%,?,-26%,-1%,-4%,-6%,.
CCOC(=O)C1(Cc2ccccc2C(F)(F)F)CCN(CC(O)CO)CC1 (stereo not given),3%,1%,5%,10%,-1%,3%,4%,2%
O=C(CN1CCN(Cc2ccccc2)CC1)c1c[nH]c2ccccc12,-1%,0%,?,-16%,0%,-2%,1%,25µM*
CCN1CCN(C(=S)Nc2ccc(Cl)cc2Cl)CC1,.,-7%,-8%,-3%,1%,-17%,-4%,5%
CC(C)(O/N=C(\C(=O)N[C@@H]1C(=O)N2C(C(=O)[O-])=C(C[n+]3ccccc3)CS[C@@H]12)c1csc(N)n1)C(=O)O,.,15%[29.1 µM],.,.,0%[53 µM],-6%[53 µM],.,-4%[20.9 µM]
CCOC(=O)/C=C1\SCC(=O)N1CC(=O)NCc1ccc(OC)c(OC)c1,11%,0%,-3%,5%,0%,-3%,-3%,6%
Brc1ccc(-c2nc(N3CCN(c4ccccc4)CC3)c3ccccc3n2)cc1,.,.,-5%,-17%,-4%,-3%,5%,.
CC(NC(=O)c1ccccc1N)c1ccccc1 (stereo not given),1%[11.4 µM],4%,-4%,-9%,-1%,1%,-4%,?
CCCC(=O)Nc1nc2c(s1)CC(C(C)(C)C)CC2 (stereo not given),.,.,-5%,-16%,-1%,0%,-6%,.
Cc1cc(N2CCN(c3ccccc3)CC2)n2nnnc2n1,.,4%,-12%,6%,0%,1%,7%,-12%
CN1CCc2nc(SCC(=O)Nc3ccc(F)cc3)c(C#N)cc2C1,-8%,9%,14µM*,?,-4%,-2%,-2%,?
COC(=O)Cc1c(C)nc2nc(-c3ccccc3)[nH]n2c1=O,.,2%,-4%,2%,0%,-4%,2%,-16%
Nc1cc(=O)nc(SCC(=O)Nc2ccc(F)cc2)n1CCc1ccccc1,.,.,-12%,-27%,5%,5%,-8%,.
CCCCC(=O)N=c1sc2c(OC)ccc(OC)c2n1C,6%,1%,-10%,-10%,-1%,0%,-4%,.
CCc1ccc2occ(CC(=O)Nc3ccccc3C(F)(F)F)c2c1,.,.,13%,5%,8%,1%,-8%,.
CC(C)OCCCNC(=O)C1CCC(=O)N1C1CCCC1 (stereo not given),.,-7%,-7%,-9%,-4%,-9%,4%,-5%
S=c1[nH]ncc2ccccc12,-5%,14%,0%,6%,1%,-18%,4%,-4%
Cc1nnc(SCC(=O)NCc2ccccc2F)c2nn(-c3ccc(Cl)cc3)c(C)c12,.,.,-15%,2%,3%,0%,-11%,.
CCCCOc1ccc(-c2cc(C(=O)NNC(=S)NCC)c3ccccc3n2)cc1,.,-23%,?,?,1%,-9%,-4%,?
COc1ccc(-n2ccnc(NCc3ccccc3Cl)c2=O)cc1OC,.,.,12%,4%,1%,-4%,2%,.
COc1ccc(-c2cc(-c3ccc4c(c3)NC(=O)CO4)nc3c2COc2ccc(C)cc2-3)cc1,.,.,-4%,-15%,1%,2%,?,.
COc1ccc(CCN(C)CCCOc2ccc(S(=O)(=O)c3[nH]c4ccccc4c3C(C)C)cc2)cc1OC,.,-3%,?,?,-1%,-5%,-13%,-15%
COc1ccc(CNC(=O)Cc2c(C)c3c(O)cc(C)cc3oc2=O)cc1,.,.,-2%,-13%,4%,5%,-9%,.
CCN1C(=O)c2ccccc2S(=O)(=O)c2ccc(C(=O)NCc3ccc(OC)cc3)cc21,.,.,-9%,?,?,-1%,0%,.
O=C(NCC1CCCO1)c1ccc(COc2ccc(Cl)cc2)cc1 (stereo not given),5%,4%,-11%,-12%,-2%,0%,2%,5%
O=c1c2cc(F)ccc2[nH]c(=S)n1CCCN1CCOCC1,6%,-14%,-1%,-5%,-1%,-11%,2%,3%
Cc1ccc(/C=C2/NC(=O)N(Cc3ccc(Br)cc3)C2=O)o1,3%,1%,?,-14%,3%,-7%,-11%,13µM*

Assay outcomes from PubChem BioAssay.
